Compound activity: PubChem, several laboratories
NR1D1 modulator: modulators of human Rev-erb alpha DNA binding. activity, % at 10 µM. P20393. 0.79% of 370,000 active. Rev-erbα–FITC-DNA binding, fluorescence polarization, 90 min;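 active means activity above about 14%, limit read from the data; passing the limit was not always enough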;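 further: 0% = DMSO wells with 35 nM protein and 100% = DMSO wells with 750 nM protein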
PG9 binder: small molecules binding HIV-1 gp120 antibody PG9; 0.43% of 360,000 active; TR-FRET gp120-PG9 antibody binding; inhibition, % at 6.7 µM; in the data active means inhibition above about 8.5%
TDP2 absorb: TDP2 (human) inhibition, absorbance primary screen; O95551; recombinant TDP2, T5PNP hydrolysis, p-nitrophenol absorbance 415 nm; inhibition, % at 12.8 µM; 0.34% of 370,000 active;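 active means inhibition above the mean of all tested compounds plus 3 SD, set per campaign, cut at about 25% in these data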;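 further: 0% = DMSO with enzyme and 100% = buffer with substrate but no TDP2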
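System – recombinant human TDP2 · Amount – 120 nM TDP2 per well · Buffer or medium – Mg2+-containing Tris-HCl buffer, pH 7.5 · Reagent – T5PNP substrate, 5 mM · Dosing – 12.8 µM single point, 1% DMSO · Incubation – 2 h at 37 °C · Measured by – epi absorbance · Read-out basis – percent inhibition · Benchmarks – high control without enzyme, low control DMSO plus TDP2 · Repeats – singlicate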
HTRA1 inhibitor: blocks human HTRA1 serine peptidase; Q92743; AID 504803; inhibition, % at 5.96 µM; recombinant HTRA1, FP-rhodamine activity-based probe, fluorescence polarization; 0.5% of 340,000 active; in the data active means inhibition above about 36%;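 further: 0% = enzyme with DMSO and 100% = wells lacking enzyme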
Target sequence (Q92743 whole entry, looked up): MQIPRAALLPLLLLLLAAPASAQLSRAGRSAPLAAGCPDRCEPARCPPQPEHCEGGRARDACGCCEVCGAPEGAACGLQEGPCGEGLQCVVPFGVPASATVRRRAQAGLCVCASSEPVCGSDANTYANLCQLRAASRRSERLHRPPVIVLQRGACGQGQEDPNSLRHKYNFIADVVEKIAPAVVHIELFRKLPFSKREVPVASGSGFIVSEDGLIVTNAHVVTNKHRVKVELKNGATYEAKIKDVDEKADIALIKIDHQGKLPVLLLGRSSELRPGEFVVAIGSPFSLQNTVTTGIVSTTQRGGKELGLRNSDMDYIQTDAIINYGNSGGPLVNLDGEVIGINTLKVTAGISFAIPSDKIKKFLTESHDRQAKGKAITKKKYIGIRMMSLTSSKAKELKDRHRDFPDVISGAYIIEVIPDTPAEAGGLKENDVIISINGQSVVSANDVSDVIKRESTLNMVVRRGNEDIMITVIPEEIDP
rCAG RNA binder: binds r(CAG) RNA repeats; inhibition, % at 3 µM; r(CAG) RNA repeat, TO-PRO-1 dye displacement fluorescence; 1.3% of 370,000 active;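 active means inhibition above the plate cutoff, the mean of all test compounds on that plate plus 3 SD, cut at about 35% in these data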;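 further: 0% = DMSO alone and 100% = 100 µM mitoxantrone as full dye displacement; higher means more dye released from RNA so lower well fluorescence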
SIAE primary: human SIAE inhibition, primary screen; Q9HAT2; SIAE FP-Rh probe binding, fluorescence polarization; inhibition, % at 9.66 µM; 0.69% of 370,000 active;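 active means inhibition above a cutoff: mean of compounds within the control limits plus 3 SD of those, cut at about 17% in these data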;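 further: 0% = plate median of compound wells and 100% = probe without SIAE protein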
ABHD4 inh: inhibits mouse alpha/beta hydrolase domain 4; Q8VD66; 0.54% of 370,000 active; purified mABHD4, FP-Rh probe fluorescence polarization; inhibition, % at 8.92 µM; AID 720543;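 active means inhibition exceeding the mean over every tested compound plus 3 SD, cut at about 30% in these data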;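 further: 0% = plate median of compound wells and 100% = S159A mutant with DMSO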
Target sequence (Q8VD66 whole entry, looked up, the tested form may be a part): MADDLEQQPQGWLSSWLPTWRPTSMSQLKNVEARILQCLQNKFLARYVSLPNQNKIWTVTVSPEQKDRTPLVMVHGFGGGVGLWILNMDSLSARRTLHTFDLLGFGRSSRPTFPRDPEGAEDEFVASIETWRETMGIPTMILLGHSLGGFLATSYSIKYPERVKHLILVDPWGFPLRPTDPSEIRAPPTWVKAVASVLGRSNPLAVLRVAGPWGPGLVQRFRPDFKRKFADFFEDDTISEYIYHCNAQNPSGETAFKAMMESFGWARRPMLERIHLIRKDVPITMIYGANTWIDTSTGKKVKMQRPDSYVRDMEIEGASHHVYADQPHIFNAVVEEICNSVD
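Assay system: mouse ABHD4 enzyme, wild type / Also added: fluorescent activity-based probe FP-Rh / Doses: single nominal dose of 8.92 µM, 0.89% DMSO final / Timing: 45 min compound pre-incubation plus 60 min probe step, 25 °C / Signal: FP readout, ex 525 nm / em 598 nm / Control set: S159A mutant/DMSO as 100%, compound-well median as 0%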
PRMT1 FP inh: blocks human protein arginine methyltransferase 1. Q99873. recombinant PRMT1, activity-based probe fluorescence polarization. inhibition, % at 2.79 µM. 1.3% of 370,000 active;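 active means inhibition above about 21% made by adding two undisclosed values, limit read from the data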
LEDGF integ inh: blocks HIV-1 LEDGF/p75-dependent DNA integration; TR-FRET IN-LEDGF/p75 DNA integration, Eu/Cy5; inhibition, % at 3.7 µM; 0.64% of 370,000 active; AID 743269;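 active means inhibition above the screen-wide mean plus 3 SD, cut at about 13% in these data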;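 further: signal is the Cy5 over europium emission ratio at 671 and 618 nm; 0% = plate median of compound wells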
TCR CD3 inh: inhibitors of human TCR-CD3 interaction | TAMRA-labeled TCR probe fluorescence, biochemical | inhibition, % at 9.4 µM | 0.37% of 360,000 active | AID 651800; in the data active means inhibition above about 19%;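 further: recombinant mutant TCR 2C K166C tagged with TAMRA read by polarization; 0% = receptor in buffer alone and 100% = receptor with positive control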
* marks the source's active call; other numbers are inactive results; . = no result given. The list is partial. The share of hits here may be higher or lower than overall.

#1 CN(CC1COc2ccccc2O1)C(=O)CSc1ncccn1 (stereo not given)
#2 COC(=O)CCC(=O)N1CCCC(CO)(Cc2ccccc2C)C1 (stereo not given)
#3 COc1cc(-c2nc(-c3ccccc3)c(-c3ccc(F)cc3)[nH]2)cc2c1OCO2
#4 CCc1c(-c2ccccc2F)ncn1Cc1cccc(-c2ccccc2)c1
#5 Cn1c(SCC(=O)N2CCCCC2)nc2c(c1=O)SCC2
#6 O=C(/C=C/c1ccco1)N(Cc1ccccc1F)C1CCS(=O)(=O)C1 (stereo not given)
#7 Clc1ccccc1Nc1nnc(-c2ccncc2)s1
#8 CCCCCCC1/C(=N/O)CCC1C(=O)OC (stereo not given)

compound no.,1,2,3,4,5,6,7,8
NR1D1 modulator,-2,-6,8,7,1,-8,2,10
PG9 binder,1.5,-2.0,1.6,-3.2,0.5,0.5,-0.6,-2.3
TDP2 absorb,-4,6,3,-7,-3,11,-5,-9
HTRA1 inhibitor,4,-3,-5,.,6,-2,-7,-2
rCAG RNA binder,2,-5,8,3,-6,11,-2,-3
SIAE primary,-1,1,9,-2,-2,0,-4,16
ABHD4 inh,-7,0,12,-8,3,7,2,-1
PRMT1 FP inh,3,2,1,1,3,10,7,-3
LEDGF integ inh,1,1,-1,-6,-5,4,0,0
TCR CD3 inh,-6,10,0,2,0,9,3,-3

#9 COc1ccc(-c2cc(C(F)(F)F)nc(N3CCOCC3)n2)cc1
#10 CCc1ccc(Nc2ccc(C(=O)O)cc2[N+](=O)[O-])cc1
#11 CCN(CC)S(=O)(=O)c1cccc(C(=O)N[C@H](C(=O)Nc2nc3ccc(F)cc3s2)C(C)C)c1
#12 CC(C)(C)NC(=O)C1CC(=O)OC1(C)C (stereo not given)
#13 CC(C)=CCN1CCN(CCC2=C(C)CCCC2(C)C)CC1CCO (stereo not given)
#14 CC(O)(c1cccc(F)c1)c1nc(-c2cccc3cccnc23)cs1 (stereo not given)
#15 COc1ccccc1CC(=O)O/N=C(\N)c1ccccn1
#16 CC(CCc1ccccc1)NC(=O)c1ccc(Cl)nc1 (stereo not given)

compound no.,9,10,11,12,13,14,15,16
NR1D1 modulator,0,1,0,2,-1,1,-1,16
PG9 binder,1.7,-3.0,-0.4,-2.5,-0.7,0.9,-1.9,-0.4
TDP2 absorb,14,-4,2,1,-6,7,6,-1
HTRA1 inhibitor,-12,0,-14,1,-2,.,-1,5
rCAG RNA binder,0,8,1,1,-9,3,-1,-3
SIAE primary,0,2,-36,-2,0,-6,0,-8
ABHD4 inh,7,55*,-5,-2,6,-15,-6,-1
PRMT1 FP inh,0,1,6,-2,-1,-1,-5,-3
LEDGF integ inh,-2,4,-3,3,-3,0,3,-1
TCR CD3 inh,-1,7,-3,-5,-4,-3,9,4

#17 O=S(=O)(c1ccccc1)N1CCC2(CC1)CO2
#18 CN(CCCNC(=O)CN1C(=O)CC(C)(C)S(=O)(=O)c2ccccc21)C1CCCCC1
#19 CCOC(=O)[C@]12CCC=C1N(Cc1ccccc1)C(=O)[C@H](CC(=O)N1CCN(C(=O)c3ccco3)CC1)C2
#20 COc1ccc(NC(=O)C2CCN(S(C)(=O)=O)CC2)c(OC)c1
#21 COc1cccc(Cn2ncc3c4sc(S(C)=O)cc4n(C)c3c2=O)c1 (stereo not given)
#22 O=C(c1cc(-c2cccc(Cl)c2)on1)N1CCc2ccccc2C1
#23 Cc1cc(-c2nnnn2-c2ccc(F)cc2)no1
#24 Cc1ccc(S(=O)(=O)N2CC(O)CC2C(=O)OCC(=O)c2ccccc2Cl)cc1C (stereo not given)

compound no.,17,18,19,20,21,22,23,24
NR1D1 modulator,-2,6,-7,-2,5,-3,5,-2
PG9 binder,-2.3,-1.2,-2.0,0.2,.,1.2,1.2,-1.5
TDP2 absorb,3,4,-7,10,2,14,-9,6
HTRA1 inhibitor,-2,-3,.,13,.,-8,8,-1
rCAG RNA binder,2,-2,4,2,.,2,-2,1
SIAE primary,6,0,-6,6,1,1,-6,5
ABHD4 inh,0,2,-7,1,6,7,-7,3
PRMT1 FP inh,-2,1,8,0,5,0,6,1
LEDGF integ inh,1,-2,-6,2,-1,1,3,-2
TCR CD3 inh,1,-2,-8,2,.,1,-6,2

Some of the entries above, reformatted.
Order of results: NR1D1 modulator | PG9 binder | TDP2 absorb | HTRA1 inhibitor | rCAG RNA binder | SIAE primary | ABHD4 inh | PRMT1 FP inh | LEDGF integ inh | TCR CD3 inh
[14] CC(O)(c1cccc(F)c1)c1nc(-c2cccc3cccnc23)cs1 (stereo not given)
    1 | 0.9 | 7 | . | 3 | -6 | -15 | -1 | 0 | -3
[15] COc1ccccc1CC(=O)O/N=C(\N)c1ccccn1
    -1 | -1.9 | 6 | -1 | -1 | 0 | -6 | -5 | 3 | 9
[16] CC(CCc1ccccc1)NC(=O)c1ccc(Cl)nc1 (stereo not given)
    16 | -0.4 | -1 | 5 | -3 | -8 | -1 | -3 | -1 | 4
[17] O=S(=O)(c1ccccc1)N1CCC2(CC1)CO2
    -2 | -2.3 | 3 | -2 | 2 | 6 | 0 | -2 | 1 | 1
[18] CN(CCCNC(=O)CN1C(=O)CC(C)(C)S(=O)(=O)c2ccccc21)C1CCCCC1
    6 | -1.2 | 4 | -3 | -2 | 0 | 2 | 1 | -2 | -2
[19] CCOC(=O)[C@]12CCC=C1N(Cc1ccccc1)C(=O)[C@H](CC(=O)N1CCN(C(=O)c3ccco3)CC1)C2
    -7 | -2.0 | -7 | . | 4 | -6 | -7 | 8 | -6 | -8
[20] COc1ccc(NC(=O)C2CCN(S(C)(=O)=O)CC2)c(OC)c1
    -2 | 0.2 | 10 | 13 | 2 | 6 | 1 | 0 | 2 | 2

More entries follow.
#25 CC(C)c1ccc(C2/C(=C(/O)c3ccccc3)C(=O)C(=O)N2CCCN2CCOCC2)cc1 (stereo not given)
#26 O=C(CC1C(=O)NCCN1Cc1ccc(F)cc1Cl)NC1CCCCCCC1 (stereo not given)
#27 CC(=O)Nc1cccc(-c2csc(C(NC(C)=O)c3ccc(F)c(F)c3)n2)c1 (stereo not given)
#28 C/C(=N\NC(=O)c1cccc(S(=O)(=O)N2CCCC2)c1)c1ccccc1F
#29 O=C(Cc1ccc(S(=O)(=O)N2CCOCC2)s1)NCCOc1ccccc1
#30 COC(=O)/C=C1/S/C(=N/NC(=O)c2ccccc2C)NC1=O
#31 CCCOc1ccc(C2C(C(=O)OC)=CN(CCOC)C=C2C(=O)OC)cc1
#32 CCCCCC(C)n1[nH]c(=O)c2c(C)cc(C)nc21 (stereo not given)

compound no.,25,26,27,28,29,30,31,32
NR1D1 modulator,-2,-7,-3,1,2,-3,4,5
PG9 binder,-1.9,0.1,1.1,1.2,0.1,-3.2,1.6,0.5
TDP2 absorb,-4,-3,-8,4,2,-14,-5,-3
HTRA1 inhibitor,3,-2,.,2,-2,2,-2,0
rCAG RNA binder,15,-6,4,-4,4,4,-7,0
SIAE primary,-1,2,-8,5,-5,1,4,7
ABHD4 inh,-7,-2,-11,4,0,-2,-1,-7
PRMT1 FP inh,-1,7,-1,-1,-2,-1,0,3
LEDGF integ inh,-2,-1,1,0,-3,1,0,-1
TCR CD3 inh,-9,-4,4,-6,-1,-1,10,8

#33 CC1C(=O)N2CCCc3cc(NC(=O)C(=O)NCCCc4ccccc4)cc1c32 (stereo not given)
#34 Cc1ccc(-c2cc(C(=O)O)c3ccccc3n2)s1
#35 O=C(c1ccco1)N1CCN(c2c(-c3ccccc3)c3cc(Cl)ccc3[nH]c2=O)CC1
#36 CN(C)CCOC(=O)c1ccc2c(c1)S(=O)(=O)c1ccccc1C2=O
#37 COc1ccc(N2CCN(C(=O)CSc3nnc(NC(=O)C4CC4)s3)CC2)cc1
#38 CCOc1cc(/C=C2\SC(=NC)N(C)C2=O)c(Br)cc1OC(C)=O
#39 Cc1c(NC(=S)N2CCN(c3ccc(F)cc3)CC2)c(=O)n(-c2ccccc2)n1C
#40 NC(=O)C1CCN(c2ncnc3c2c(-c2ccccc2)cn3-c2ccccc2)CC1

compound no.,33,34,35,36,37,38,39,40
NR1D1 modulator,5,-2,2,6,-1,5,-2,-3
PG9 binder,-0.8,2.8,0.9,-2.1,-0.5,2.0,-1.2,0.7
TDP2 absorb,-15,-7,-3,-2,-10,1,9,-12
HTRA1 inhibitor,1,5,-17,1,-5,7,0,4
rCAG RNA binder,-2,5,3,-1,-2,-1,-4,4
SIAE primary,0,1,0,-2,3,3,-1,-7
ABHD4 inh,-1,3,2,-2,-5,3,4,-10
PRMT1 FP inh,-2,8,4,1,-5,-1,2,-2
LEDGF integ inh,0,-6,-1,3,7,1,-1,2
TCR CD3 inh,2,-1,-1,-2,-9,3,-2,3

#41 Cc1cc(SCc2cc(=O)[nH]c3ccccc23)nc2ccccc12
#42 CCOc1ccc(C2NC(=S)NC3=C2CCc2ccccc23)cc1 (stereo not given)
#43 O=C(Nc1ccc(N2CCOCC2)cc1)c1csc([C@H]2C[C@H](O)[C@@H](CO)O2)n1
#44 COC(=O)C1CCN(C(=O)/C=C/c2ccc3c(c2)OCO3)CC1
#45 O=C(COc1ccccc1)N1CCN(S(=O)(=O)c2ccc(Cl)cc2)CC1
#46 COc1cccc(/C=C/C(=O)Nc2ccc3[nH]c(=O)[nH]c3c2)c1

compound no.,41,42,43,44,45,46
NR1D1 modulator,1,8,-3,2,-4,0
PG9 binder,4.3,-1.9,2.2,-4.3,-2.4,-0.9
TDP2 absorb,-4,-4,-4,4,7,5
HTRA1 inhibitor,-14,-21,.,-8,4,-2
rCAG RNA binder,5,2,2,-4,1,6
SIAE primary,-4,3,6,6,-5,-11
ABHD4 inh,16,2,3,-4,0,5
PRMT1 FP inh,-1,-2,1,-4,2,-1
LEDGF integ inh,-1,1,3,5,2,2
TCR CD3 inh,-6,1,4,-4,2,-1
